Screening data as filed in PubChem.
Pin1 inhibitor: human Pin1 inhibition; Q13526; Potency, µM (series often up to 115 µM), for inactives: top-dose activity, negative = inhibition, usual class: inhibitors; AID 504891; Pin1 FP peptide displacement, HiFluor488, 10 min; 390,000 tested, 0.009% active; active = well fitted inhibition curve with a large enough effect in the polarisation, with a control signal flat, not every such curve was filed as active; inconclusive = small, poorly fitted or top-dose-only effect, or effect the other way, or a change in a side signal; inactive = no such curve, though single readings can be large or run the other way; the % refers to the polarisation; note: potency is the fitted concentration of half-maximal effect; % is set by controls: 0 for no effect and ±100 for the full control effect
Target sequence (Q13526 whole entry, looked up): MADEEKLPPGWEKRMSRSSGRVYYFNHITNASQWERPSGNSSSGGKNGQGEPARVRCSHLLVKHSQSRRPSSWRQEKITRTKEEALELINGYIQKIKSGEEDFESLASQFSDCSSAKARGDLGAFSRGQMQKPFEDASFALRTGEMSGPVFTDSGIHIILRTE
GLS inh: inhibitors of human glutaminase (GLS). O94925. GLS enzymatic activity, qHTS titration. Potency, µM (doses to about 45.5 µM), without a hit: top-dose activity change, negative = inhibition, hits mostly inhibitors. 410,000 tested, 0.21% active; note: potency is the fitted concentration of half-maximal effect; % is set by controls: 0 for no effect and ±100 for the full control effect
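Two-point fluorescence kinetic (t0, 30 min RT) for hKGA; glutamate detected via glutamate oxidase–HRP–Amplex Red. Substrate: 1 mM L-glutamine solution; buffer 45 mM KH2PO4, pH 8.2.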
mIDH1 inhibitor: blocks human mutant IDH1 R132H enzyme. O75874. IDH1-R132H enzyme, NADPH consumption, diaphorase/resazurin fluorescence. Potency, µM (series often up to 76.6 µM), for the others: at the top dose activity change, negative = inhibition, most hits filed as inhibitors. 390,000 tested, 0.093% active; note: potency is the fitted concentration of half-maximal effect; % is set by controls: 0 for no effect and ±100 for the full control effect; nearly all actives have a fitted effect of over 65% in size
Target sequence (O75874 whole entry R132H, stated change not applied): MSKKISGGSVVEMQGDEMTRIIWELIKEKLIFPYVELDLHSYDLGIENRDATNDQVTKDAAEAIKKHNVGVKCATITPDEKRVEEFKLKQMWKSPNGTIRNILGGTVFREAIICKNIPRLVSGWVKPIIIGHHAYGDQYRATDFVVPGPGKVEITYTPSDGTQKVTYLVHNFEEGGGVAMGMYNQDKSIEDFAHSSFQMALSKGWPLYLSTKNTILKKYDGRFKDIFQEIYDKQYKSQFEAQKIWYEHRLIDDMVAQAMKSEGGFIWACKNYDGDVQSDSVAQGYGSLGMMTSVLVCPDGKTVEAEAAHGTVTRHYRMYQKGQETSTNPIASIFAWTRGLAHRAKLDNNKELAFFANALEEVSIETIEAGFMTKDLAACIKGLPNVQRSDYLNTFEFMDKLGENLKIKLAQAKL
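IDH1-R132H (0.5 ug/mL) preincubated 30 min with compound, then NADPH (0.016 mM) and alpha-KG (2 mM) added; 80 min at RT, pH 7.5. Remaining NADPH coupled via diaphorase/resazurin to fluorescence (540/590 nm); concentration-response curves normalized to no-enzyme control.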
TrxR1 substrate: substrates of rat thioredoxin reductase 1 | O89049 | purified TrxR1 substrate turnover, NADPH consumption readout | Potency, µM (highest dose often 114 µM), for the others: top-dose activity change, negative = substrate turnover | 390,000 tested, 0.01% active | AID 588456; note: potency is the fitted concentration of half-maximal effect; % is set by controls: 0 for no effect and ±100 for the full control effect; nearly all actives have a fitted effect of over 50% in size
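Rat TrxR1, dispensed at 90 nM, was prereduced with 400 uM NADPH (final) for 5 min at ~22 deg C, then incubated with compound 15 min before 400 uM selenite. A first-read NADPH fluorescence drop versus no-compound background flagged substrates.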
PGK inhibitor: T. brucei PGK inhibition; AID 602233; Potency, µM (series often up to 57.5 µM), for inactives: top-dose activity change, negative = inhibition, actives largely listed as inhibitors; P07378; PGK/GAPDH coupled, Kinase-Glo luminescence, 60 min; 380,000 tested, 0.043% active; note: potency is the fitted concentration of half-maximal effect; % is set by controls: 0 for no effect and ±100 for the full control effect; nearly all actives have a fitted effect of over 60% in size
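Recombinant glycosomal PGK reaction used 1,3-bisphosphoglycerate generated in-well by GAPDH (100nM final) in 100mM TEA pH 7.6, 5mM MgCl2, 0.01% Tween-20. After 60 minutes at room temperature, ATP was read by Kinase-Glo Plus luminescence end-point.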
USP1-UAF1 inh: blocks the human USP1/UAF1 deubiquitinase complex | AID 743255 | O94782 | recombinant USP1/UAF1, Ub-Rhodamine cleavage fluorescence | Potency, µM (titrated, usually from 57.1 µM), for inactives: at the top dose activity change, negative = inhibition, hits mostly inhibitors | 390,000 tested, 0.23% active; note: potency is the fitted concentration of half-maximal effect; % is set by controls: 0 for no effect and ±100 for the full control effect; nearly all actives have a fitted effect of over 60% in size; inactives centre near -12
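High-throughput fluorogenic screen: 1nM USP1/UAF1 complex, Ub-Rho substrate 150nM final, 50mM HEPES pH 7.8 with 0.5mM EDTA, 0.1 mg/ml BSA, 1mM TCEP and 0.01% Tween-20.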
PI4K2A block: inhibitors of human PI4K2A. Q9BTU6. purified PI4K2A, ADP-Glo luminescence, 1 h; hits give low values. activity change, negative = inhibition, % at 76.9 µM. 420,000 tested, 0.13% active; in the data active = activity change below about -50%; inconclusive = mostly about -30% to -49%;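 note: -100% = wells without enzyme as full effect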
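Compounds are screened against recombinant PI4K2A using PI as substrate and ATP, the latter dispensed at 300 microM. Reactions run one hour at ambient temperature before ADP-Glo detection; full inhibition defined by wells lacking enzyme.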
HP1b binding inh: blocks HP1-beta chromodomain binding to methylated histone tails; P83916; AlphaScreen HP1-beta / biotin-H3K9me3 peptide binding; Potency, µM (series often up to 114 µM), inactives show at the top dose activity change, negative = inhibition, usual class: inhibitors; 390,000 tested, 0.56% active; note: potency is the fitted concentration of half-maximal effect; nearly all actives have a fitted effect of over 70% in size; inactives centre near 23
Target sequence (P83916 whole entry, looked up): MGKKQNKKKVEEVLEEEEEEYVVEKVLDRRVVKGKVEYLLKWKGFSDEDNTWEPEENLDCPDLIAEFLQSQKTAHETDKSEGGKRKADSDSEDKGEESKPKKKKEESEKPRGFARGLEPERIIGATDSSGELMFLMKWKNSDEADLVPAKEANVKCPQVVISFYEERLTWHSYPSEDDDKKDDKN
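Compound inhibition of the preformed complex between 50 nM HP1-beta and 50 nM biotinylated H3K9me3 peptide was read by AlphaScreen. Buffer was PBS pH 7.4 with 0.01% Tween-20. Incubations ran 30 min at room temperature, with 10 ug/mL donor/acceptor beads.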
TrxR1 inh: inhibitors of rat thioredoxin reductase 1; O89049; recombinant rTrxR1, NADPH fluorescence consumption, selenite substrate; Potency, µM (top dose mostly 114 µM), without a hit: at the highest dose activity change, negative = inhibition, most hits filed as inhibitors; 390,000 tested, 1% active; AID 588453; note: potency is the fitted concentration of half-maximal effect; % is set by controls: 0 for no effect and ±100 for the full control effect; nearly all actives have a fitted effect of over 65% in size
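Rat TrxR1 (90 nM in the dispensed reagent) was pre-reduced with 400 uM NADPH for 5 min at room temperature, then incubated with compound for 15 min. After 400 uM selenite was added, NADPH fluorescence (Ex 340/Em 450 nm) was followed for 8 min.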
* = called active by the depositor; i = inactive; ? = inconclusive; nt = not tested or not shown; & = joins results of further samples; [ ] = remark or other dose. Unless noted, calls come from the whole dose curve; as a rule, active = well fitted curve in the direction sought with a large enough effect; inconclusive = small, poorly fitted or top-dose-only effect, or another doubt; inactive = no such curve, though single readings can be large; an effect the other way counts as inactive or inconclusive. The list is partial (hit frequency here may not be typical).

SMILES | Pin1 inhibitor | GLS inh | mIDH1 inhibitor | TrxR1 substrate | PGK inhibitor | USP1-UAF1 inh | PI4K2A block | HP1b binding inh | TrxR1 inh
CCn1cc([N+](=O)[O-])c(C(=O)N2N=C(c3ccc4ccccc4c3)CC2c2cc(Br)ccc2O)n1 (centres undefined) | 4% | 9% | 9% | 3% | 4% | -18% | -5 | -12% | 12%
Cc1cccc(-n2c(Cc3ccccc3)nnc2SCc2nc(-c3cccs3)no2)c1 | 45%[activator] | 1% | 9% | -2% | 4% | -24% | 3 | 29% | 9%
NC(=O)CCS(=O)(=O)c1ccc(Cl)cc1 | -1% | 1% | -4% | 5%[57.1 µM] | 6% | -10% | -1 | 22% | 33%[57.1 µM]
O=C1CC(N2CCN(S(=O)(=O)c3cccc(C(F)(F)F)c3)CC2)C(=O)N1Cc1ccccc1 (centres undefined) | -6% | -7% | 0% | -4% | -6% | -20% | -2 | 24% | 9%
COc1ccc2c(c1OC)C(=O)O[C@@H]2[C@H]1c2c(cc3c(c2OC)OCO3)CCN1C | 0% | 6% | nt | 11%[57.1 µM] | 8% | nt | -4&5&4 | 23% | 19%[57.1 µM]
CCOC(=O)C1CCCN(c2nc3c(S(=O)(=O)c4ccc(CC)cc4)nnn3c3ccsc23)C1 (centres undefined) | 17% | 6% | -9% | 15% | 9% | ? | -3 | 22% | 1%
C#CCOCCOCCOCCNc1nc(N2CCN(C(=O)CCCCCCCCCCNC(=O)[C@H](CCCCN)n3cc(C)nn3)CC2)nc(N2CCN(C(=O)CCCCCCCCCCNC(=O)[C@@H]([C@H](C)O)n3cc(C)nn3)CC2)n1 | 1% | ? | -2% | -4% | 5% | -14% | -2 | -22% | 16%[57.1 µM]
Cc1noc(C)c1S(=O)(=O)Nc1ccccc1N1CCOCC1 | 0% | -13% | 6% | 9%[57.1 µM] | -8% | -8% | -2 | 32% | 14%[57.1 µM]
Fc1ccc(NC(=S)Nc2cc(-c3ccccc3)[nH]n2)cc1Cl | 0% | -18% | -1% | 1%[57.1 µM] | i | -19% | 4 | -5% | 13%[57.1 µM]
Cc1oc(-c2ccccc2)cc1C(=O)Nc1cccc(/C=C\C(=O)O)c1 | 0% | -9% | 10% | -1% | i | -24% | -6 | 12% | -1%
Cc1cccc(NC(=O)C23CCC(C)(/C(=N/O)C2)C3(C)C)c1 (centres undefined) | 1% | -1% | -1% | 9% | 0% | -16% | 0 | 30% | 20%
Cc1ccc(-n2nc(C(=O)N3CCCCC3C)c(=O)n(C)c2=O)cc1 (centres undefined) | -8% | -2% | -3% | 2%[57.1 µM] | -3% | -12% | -2 | 24%[57 µM] | 26%[57.1 µM]
O=S(=O)(NC(CO)Cc1ccccc1)c1cc(Cl)ccc1F (centres undefined) | -2% | 1% | 28% | 6% | -8% | -25% | 1 | 30% | 25%
CC(OC(=O)Cn1ccccc1=O)C(=O)Nc1cc(Cl)cc(Cl)c1 (centres undefined) | 0% | 8% | -12% | -3% | -4% | -4% | -3 | 28% | 11%
CCNC(=S)N1CCN(C(=O)c2ccco2)CC1 | 2% | -5% | 11% | 6% | i | -7% | -9 | 21% | 14%
COC(=O)c1ccc(NC(=O)CCN2CCN(c3ccccc3)CC2)cc1 | 3% | 9% | 2% | 0% | -2% | 11% | 6 | 19% | 8%
CCC(C)NC(=O)CSc1nc2cc3c(cc2c(=O)n1Cc1ccc(C(=O)NCCc2ccc(OC)c(OC)c2)cc1)OCO3 (centres undefined) | 4% | nt | nt | 1%[57.1 µM] | nt | nt | nt | 29% | 8%[57.1 µM]
COc1ccccc1CNCC(=O)Nc1ccc(N2CCOCC2)cc1 | -7% | 17% | 9% | 4% | -10% | ? | -2 | 8% | ?
CCCCS(=O)(=O)N1CCN(S(=O)(=O)c2ccc(Cl)s2)CC1 | 0% | 0% | 3% | -5% | i | -9% | 2 | 20% | 11%
N#C/C(=C\c1ccco1)c1nc2ccccc2s1 | ? | -16% | 5% | -24%[57.1 µM] | i | -16% | -4 | 21% | 2%[57.1 µM]
CC(C)CCn1c(=O)c2ccccc2n2c(CN3CCCC3)nnc12 | 0% | 0% | -4% | -1% | 7% | -20% | -1 | 34% | 2%
Cc1cccc(C)c1OCC(=O)Nc1nonc1-c1ccc(Br)cc1 | -3% | -2% | nt | -8% | nt | -5% | -25 | 33% | 1%
COc1ccc(C(=O)OCC(=O)NCc2ccc3c(c2)OCO3)cc1S(=O)(=O)N1CCOCC1 | -1% | -10% | 0% | 6%[57.1 µM] | -3% | -11% | 7 | 17% | 3%[11.4 µM]
COc1cc(OC)c(-n2cc(-c3ccc(OC)c(OC)c3)[nH]c2=S)cc1Cl | 7% | 23% | -2% | -3% | -6% | -17% | -1 | -7% | ?
COc1ccc(NC(=O)CCCOc2cc(=O)n(C)c3ccccc23)c(OC)c1 | 0% | -2% | -6% | 6% | -3% | 4% | 1 | 51%[activator] | 10%
O=C(OCC(=O)N1CCCC1)c1ccccc1OCc1ccccc1 | 2% | -6% | 2% | 9% | -3% | -18% | 0 | 51%[activator] | 15%
O=C(COCc1cc(-c2cccs2)on1)N1CCN(c2cccc(Cl)c2)CC1 | 1% | 1% | 5% | -3% | 13% | ? | -3 | 27% | 5%
O=C(c1cn(Cc2ccccc2)nc1-c1cccnc1)N1CCN(Cc2ccccc2)CC1 | 0% | -2% | -1% | 7% | 3% | -22% | 1 | 47%[activator] | 9%
CCOC(=O)c1c(NC(C)=O)c2c3c(sc2n1Cc1cc(C)ccc1C)CCCC3 | 11% | -7% | nt | 5% | nt | -14% | 0 | 15% | 25%
Cc1nc(-c2ccccc2)sc1C(=O)/C=C/c1ccc(Cl)cc1 | -1% | -1% | 0% | 3%[57.1 µM] | 2% | -21% | 17 | 4% | 0%[57.1 µM]
Cc1cc([N+](=O)[O-])ccc1NC(=O)c1ccc(NC(=O)C(C)C)cc1 | 0% | -7% | 9% | -1%[57.1 µM] | i | -22% | -1 | 17% | 14%[57.1 µM]
Cc1ccc(C(=O)NCCNc2ncc(C(F)(F)F)cc2Cl)cc1[N+](=O)[O-] | 0% | -15% | -6% | -4% | -7% | -25% | 2 | ? | 16%
Cc1nc(NCCc2ccc(S(N)(=O)=O)cc2)c2c(C)c(C)sc2n1 | 17% | 5% | 3% | 0% | -8% | 0% | 8 | 51% | 1%
COc1cc(-c2nc3cccc(C)n3c2NCC2CCCO2)ccc1O (centres undefined) | 6% | ? | 8% | 35%[activator][57.1 µM] | 3% | -4% | -1 | 7% | -17%
COc1ccc(C(CNC(=O)c2ccc(S(=O)(=O)N3CCOCC3)cc2)N2CCCCC2)cc1 (centres undefined) | -7% | 0% | 9% | 10% | i | -11% | -6 | 16% | 10%
O=C(c1cccc(Cl)c1)N1CCC(=O)N(C(CO)Cc2ccccc2)CC1 (centres undefined) | -8% | 1% | 4% | -3% | -7% | -17% | 1 | 44%[activator] | 7%
CC(/C=N/NC(=O)c1n[nH]c2c1CCC2)=C\c1ccccc1 | 2% | 4% | 1% | -3% | 1% | -7% | -3 | nt | 4%
Cc1cccc(Cn2c(N3CCN(CCO)CC3)nc3c2c(=O)[nH]c(=O)n3C)c1 | -1% | 1% | -1% | -6% | 3% | 1% | -4 | 21% | 7%

3 entries out of the list, sorted by molar mass, high to low.
SMILES | Pin1 inhibitor | GLS inh | mIDH1 inhibitor | TrxR1 substrate | PGK inhibitor | USP1-UAF1 inh | PI4K2A block | HP1b binding inh | TrxR1 inh
COc1ccc(C(CNC(=O)c2ccc(S(=O)(=O)N3CCOCC3)cc2)N2CCCCC2)cc1 (centres undefined) | -7% | 0% | 9% | 10% | i | -11% | -6 | 16% | 10%
O=C(COCc1cc(-c2cccs2)on1)N1CCN(c2cccc(Cl)c2)CC1 | 1% | 1% | 5% | -3% | 13% | ? | -3 | 27% | 5%
Cc1oc(-c2ccccc2)cc1C(=O)Nc1cccc(/C=C\C(=O)O)c1 | 0% | -9% | 10% | -1% | i | -24% | -6 | 12% | -1%

Shown with two lines to a compound: entries from further up
Sequence of screens – Pin1 inhibitor, GLS inh, mIDH1 inhibitor, TrxR1 substrate, PGK inhibitor, USP1-UAF1 inh, PI4K2A block, HP1b binding inh, TrxR1 inh
Cc1cccc(-n2c(Cc3ccccc3)nnc2SCc2nc(-c3cccs3)no2)c1
→ 45%[activator], 1%, 9%, -2%, 4%, -24%, 3, 29%, 9%
Cc1cccc(C)c1OCC(=O)Nc1nonc1-c1ccc(Br)cc1
→ -3%, -2%, nt, -8%, nt, -5%, -25, 33%, 1%
Fc1ccc(NC(=S)Nc2cc(-c3ccccc3)[nH]n2)cc1Cl
→ 0%, -18%, -1%, 1%[57.1 µM], i, -19%, 4, -5%, 13%[57.1 µM]
